Screening data as filed in PubChem.
FN deposition inh: fibronectin deposition inhibition | AH1F fibroblasts, Alexa488-fibronectin deposition fluorescence, overnight | inhibition, % at 12.6 µM | 0.086% of 350,000 active;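 active = mean inhibition across replicates of 30% or more, regardless of how many single replicates reach that level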;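 also: positive control wells lacked labelled fibronectin entirely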
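Assay system: AH1F fibroblasts assembling fluorescent fibronectin matrix; Amount: 10000 AH1F cells per well; Buffer or medium: DMEM, 2% serum; Probe or stimulus: Alexa488-fibronectin, 24 nM final in well; Doses: single compound dose, delivered by pin transfer; Incubation: 1 h adhesion, overnight exposure; Measured by: fluorescence 485/525 nm; Read-out: fibronectin deposition inhibition.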
PglD DTNB: PglD (C. jejuni) enzyme inhibition; AID 602405; 0.098% of 360,000 active; purified PglD enzyme, DTNB colorimetric CoA detection; inhibition, % at 12.5 µM; in the data active = inhibition above about 16%, passing the limit was not always enough; also: strong numbers were not always called active
Cneo AK release: causes C. neoformans cell lysis | adenylate kinase release luminescence, 4 h; normalised: neutral wells 0, clomiphene wells 100 | lysis activity, % at 15 µM | 0.2% of 360,000 active | AID 651654;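 active = mean lysis activity across replicates of at least 80%, whatever share of replicates individually reach that level; inactive = mean lysis activity below 80%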
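Test system: log-phase Cryptococcus neoformans yeast cells. Input: 5 × 10^6 yeast cells/mL. Medium: fresh YPD growth medium. Doses: single dose. Incubation: static 4 h at 37 °C with compound, 1 h detection. Measured by: luminescent adenylate kinase detection reagent. Read-out: signal increase indicating cell lysis. Benchmarks: Clomiphene.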
PGC1a acetyl inh: lowers PGC1a acetylation signal in U2OS cells. AlphaScreen anti-acetyl-lysine; with virally co-expressed GCN5 acetyltransferase. inhibition, % at 15.6 µM. 0.17% of 350,000 active. AID 651687;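 active = every replicate shows inhibition of at least 40%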;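 also: 0% = neutral control wells and 100% = positive control wells; some results beyond the cut were filed as inactive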
miR-122 sensor: miR-122 inhibition in Huh7 cells. Huh7 miR-122 Renilla luciferase sensor, 48 h; neutral wells = 0, positive control = 100. activation (reporter increase), % at 12.5 µM. 0.3% of 340,000 active;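 active = mean replicate activation score at least 90 and every replicate individually at or above 90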;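 also: higher luciferase means less miR-122 activity so hits act as miR-122 inhibitors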
INS-1E GSIS act: GLuc luminescence reporter in INS-1E cells, primary screen for activators of glucose-dependent secretion of insulin; INS-1E GLuc reporter insulin secretion, 2-3 h; activation, % at 16.6 µM; 0.61% of 370,000 active;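 active = lowest replicate activation of at least 40%, so every replicate reaches that level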;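 also: 0% = median of neutral control wells and 100% = median of IBMX positive control wells; some compounds called inactive have numbers as strong as hits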
F508del corr: correctors of CFTR F508del function in bronchial epithelial cells | 0.36% of 350,000 active | AID 720511 | CFBE cells, YFP halide quenching; stimulated with forskolin plus potentiator P3; % fluorescence drop versus neutral controls | activity (quench increase), % at 7.58 µM;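 active = mean added fluorescence quench of at least 8% versus neutral control, with both replicates also reaching 8%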;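 also: cells transiently co-express mutant CFTR-F508del with the halide-sensitive YFP; corrector assay measuring rescue of mutant channel to the surface after 24 h compound exposure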
C2C12 statin: suppression of simvastatin myotoxicity | rescue of ATP level, % at 7.49 µM | 0.78% of 330,000 active | AID 602340 | C2C12 myotubes + simvastatin, ATP luminescence, 48 h; scaled: DMSO 0, geranylgeraniol control 100;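 active = mean ATP rescue above about 67%, or every replicate alone reaching that limit, limit read from the data, passing the limit was not always enough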;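 also: myotubes were challenged with 10 µM simvastatin during compound exposure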
* marks the source's active call; other numbers are inactive results; . = not tested or not shown; & = joins results of further samples; [ ] = remark or other dose.

molecule | FN deposition inh | PglD DTNB | Cneo AK release | PGC1a acetyl inh | miR-122 sensor | INS-1E GSIS act | F508del corr | C2C12 statin
CC(=O)Nc1nc(-c2cccc3ccccc23)cs1 | 2 | -8 | -10 | 12 | 5 | 2 | 1.6 | 4
CCCSc1nc(N)nc(-c2cccs2)c1C#N | . | -3 | -10 | -3 | -2 | . | . | 3
Cc1ccc(CNC(=O)CSc2nnc(CNC(=O)c3ccccc3)o2)cc1 | -7 | -2 | 1 | . | . | 0 | 0.9 | -2
C[C@@H]1CN([C@H](C)CO)C(=O)c2cc(NC(=O)Nc3cccc4ccccc34)ccc2O[C@@H](C)CCCCO[C@@H]1CN(C)Cc1ccncc1 | . | 0 | -1 | 6 | -4[16.7 µM] | 7 | 0.2 | .
CCN(CC)S(=O)(=O)c1ccc(N2CCOCC2)c(NC(=O)C2CCCC2)c1 | -8 | -2 | -3 | -6 | 3 | -1 | . | .
Cc1cc(NS(=O)(=O)c2ccc(NC(=O)COc3ccccc3[N+](=O)[O-])cc2)no1 | . | -7 | 1 | 12 | . | 37 | 1.0 | 4
COc1ccc(C(C)=O)cc1COC(=O)CNC(=O)C1CCCCC1 | -2 | 4 | 0 | 0 | . | 12 | -2.0 | -2
CC1CCCCC1NC(=O)CCCN1C(=O)c2ccccc2C1=O (stereo not given) | -24 | 5 | -1 | -17 | -5 | 12 | -1.0 | 4
C[C@H](CO)N1C[C@H](C)[C@H](CN(C)Cc2ccccc2)Oc2ccc(NC(=O)CCN3CCOCC3)cc2C1=O | . | 5 | -9 | . | 6[16.7 µM] | 5 | 2.7 | 6
Cc1ccc(S(=O)(=O)NC(C)C(c2cccs2)N2CCN(c3ccccc3)CC2)cc1 (stereo not given) | -1 | 3 | -2 | . | . | -12 | -1.7 | 2
O=C(Nc1ccc2c(c1)CCC2)c1ccc(Cl)nc1 | -4 | -2 | -6 | . | -4 | -8 | 1.4 | 1
CNC(=O)C[C@@H]1CC[C@H]2[C@@H](COC[C@@H](O)CN2S(=O)(=O)c2cccc(Cl)c2)O1 | 0 | 0 | 2 | -20 | -1[16.7 µM] | 14 | -1.1 | -11
CCC(=O)Nc1nc2c(OC)ccc(C)c2s1 | 13 | -2 | -1 | -6 | -6 | . | 2.4 | -5
COc1ccc([C@H]2C[C@@H](n3cc(C4CC4)nn3)[C@H](O)CN2CC2CCCCC2)cc1 | 6 | 1 | 4 | 1 | 0 | 3 | -2.4 | 7
O=c1oc2ccccc2c(O)c1Sc1ccc(Cl)cc1 | -1 | 7 | 2 | 0 | -3 | -18 | 0.1 | 21
CCCc1cc2c(cc1NC(=O)c1ccc(C(C)(C)C)cc1)OCO2 | 6 | -1 | 0 | 7 | 19 | -1 | 0.3 | -4
C=C(C)C1Cc2c(C)nn(-c3cccc4cccnc34)c2C1 (stereo not given) | 7 | 0 | 6 | 5 | -2 | 51* | 1.0 | .
CCc1nnc(NC(=O)CSc2nnc(COc3ccc(C#N)cc3)n2-c2ccccc2)s1 | 0 | -1 | 0 | -1 | 8 | . | . | .
Cc1ccc(SC(CC(=O)c2ccc(F)cc2)C(=O)O)cc1 (stereo not given) | -4 | 2 | -1 | 12 | -2 | -14 | -2.0 | 13
O=C(CCN1CCCCC1)NCC[C@H]1CC[C@@H](NC(=O)C2CCCCC2)[C@@H](CO)O1 | -5 | . | . | -8 | . | 3 | 2.5 | .
CC(C)N(C(=O)[C@H]1C[C@H](CC(=O)NCc2ccco2)C(=O)N2CCc3c([nH]c4ccc(Cl)cc34)[C@]12C)C(C)C | 1 | 0 | 4 | -13 | -10 | -26 | 4.4 | 4
CCOC(=O)C1CCN(C(=O)C2CCN(S(=O)(=O)N3CCC4(CC3)OCCO4)CC2)CC1 | -18 | -5 | -1 | -6 | 1 | 0 | -0.4 | -1
O=C(CSc1oc(-c2ccc(F)cc2)nc1S(=O)(=O)c1ccc(F)cc1)NCC1CCCO1 (stereo not given) | -10 | -3 | -2 | -8 | 3 | . | . | -3
COc1ccc(O)c(C=NCC(C)N=Cc2cc(OC)ccc2O)c1 (stereo not given) | -2 | . | 1 | 5 | -2 | -23 | . | .
N#CC(=C(O)CN1CCN(c2ccccc2F)CC1)c1nc(-c2ccc(Cl)cc2)cs1 | 1 | -5 | 0 | -8 | . | -10 | -0.4 | -46
CCn1c(=O)c(C(=O)NCc2ccccn2)c(O)c2ccccc21 | . | -1 | 0 | 8 | -3 | . | . | 5
COc1ccc([C@H]2C[C@H](n3cc(-c4ccc(F)cc4)nn3)[C@@H](O)CN2C(=O)C2CCCCC2)cc1 | 6 | -4 | 1 | -3 | 7 | -7 | 0.1 | 6
CC1(C)Cc2c(C#N)c(N)sc(=S)c2CO1 | -4 | 0 | -3 | 7 | -9 | -4 | . | -27
CC(=O)N/N=C/c1cc([N+](=O)[O-])ccc1OCCOc1ccccc1 | . | 4 | -4 | 5 | 0 | . | . | .
CSC1=N/C(=C\c2ccc(C)cc2)C(=O)S1 | . | -5 | -2 | -16 | 2 | . | . | 2

Looked up by compound from above:
molecule | FN deposition inh | PglD DTNB | Cneo AK release | PGC1a acetyl inh | miR-122 sensor | INS-1E GSIS act | F508del corr | C2C12 statin
Cc1ccc(S(=O)(=O)NC(C)C(c2cccs2)N2CCN(c3ccccc3)CC2)cc1 (stereo not given) | -1 | 3 | -2 | . | . | -12 | -1.7 | 2
CC1CCCCC1NC(=O)CCCN1C(=O)c2ccccc2C1=O (stereo not given) | -24 | 5 | -1 | -17 | -5 | 12 | -1.0 | 4

(cont.)
molecule | FN deposition inh | PglD DTNB | Cneo AK release | PGC1a acetyl inh | miR-122 sensor | INS-1E GSIS act | F508del corr | C2C12 statin
COc1ccccc1-c1ccc2c(c1)O[C@@H](CN(C)CC1CC1)[C@@H](C)CN([C@H](C)CO)S2(=O)=O | . | . | . | -15 | 5[16.7 µM] | 0 | -3.1 | -33
C[C@H]1CN([C@@H](C)CO)C(=O)c2cc(NC(=O)CCC(F)(F)F)ccc2O[C@H]1CN(C)Cc1ccc2c(c1)OCO2 | 7 | 2 | 51 | -2 | 0[16.7 µM] | 28 | 1.4 | 3
CCCCOC(=O)C1=C(C)NC(=O)NC1c1cccc([N+](=O)[O-])c1 (stereo not given) | 4 | -7 | -2 | . | 5 | -5 | -0.9 | 11
Cc1ccc(Cn2ccnc2C(=O)Nc2ccccc2)cc1 | -13 | 1 | -3 | 1 | 0 | -1 | 0.0 | 3
COc1cccc(C(=O)Nc2ccc3c(c2)C(=O)N(C)[C@@H]2CC[C@@H](CC(=O)NCCCN4CCOCC4)O[C@@H]2CO3)c1 | 1 | 0 | 41 | . | . | -3 | . | 9
CC1CCCN(S(=O)(=O)c2csc(C(N)=O)c2)C1 (stereo not given) | -4 | 1 | 0 | 1 | 1 | 7 | -1.3 | -1
COC(=O)CSc1snnc1-c1ccc(Cl)cc1Cl | . | -3 | -4 | -2 | 3 | 33 | . | 16
O=C(Nc1nnc([C@@H]2C[C@H](O)[C@@H](CO)O2)s1)c1cccc(OC(F)(F)F)c1 | -3 | 2 | 1 | 6 | -2 | . | -1.1 | -2
N#Cc1cc2ccccc2n2nnnc12 | -6 | -2 | 2 | -5 | 4 | 13 | 0.5 | 1
C[C@H]1CN([C@@H](C)CO)S(=O)(=O)c2ccc(-c3ccccc3)cc2O[C@H]1CN(C)Cc1ccccc1 | 1 | . | . | -6 | 29[16.7 µM] | -9 | 2.6 | -49
CCNC(=O)Nc1ccc(S(=O)(=O)Nc2cnc(C)nc2C)cc1 | -6 | 2 | 2 | -1 | 2 | 14 | 0.4 | 5
CC(=O)[C@@]1(O)CC[C@H]2[C@@H]3CCC4=CC(=O)CC[C@]4(C)[C@H]3CC[C@@]21C | 3 | -5 | -3 | 4 | -4 | . | -2.0 | 9
CC(C)NC(=O)Nc1ccc2c(c1)CC(=O)N([C@H](C)CO)C[C@H](C)[C@H](CN(C)S(=O)(=O)c1ccc(F)cc1)O2 | . | -3 | 3 | -1 | -11[16.7 µM] | -5 | -0.6 | -13
Cc1cccc(NC(=S)N/N=C/c2cccn2Cc2ccc(F)cc2)c1 | 5 | . | . | -5 | . | -3 | 1.2 | .
COc1ccc(C(=O)NCC2CCCN2S(=O)(=O)c2cccs2)cc1 (stereo not given) | -9 | 4 | 1 | . | 3 | 18 | 3.0 | -9
C[C@@H]1CN([C@H](C)CO)C(=O)c2cc(NS(=O)(=O)c3ccc(F)cc3)ccc2O[C@@H](C)CCCCO[C@H]1CN(C)Cc1ccc(C(F)(F)F)cc1 | 15 | 1 | 8 | 11 | -21[16.7 µM] | -19 | 1.6 | .
CC(C)NC(=O)Nc1cccc2c1O[C@H](CN(C)S(=O)(=O)c1cn(C)cn1)[C@H](C)CN([C@@H](C)CO)C2=O | -8 | -2 | 3 | -4 | -1[16.7 µM] | 4 | 1.2 | .
CCc1cccc(NC(=S)N(CCCN2CCOCC2)C(C)c2cc3cccc(OC)c3o2)c1 (stereo not given) | 3 | -2 | 3 | 1 | 6 | -38 | -2.7 | -3
COc1ccc(S(=O)(=O)n2oc(=O)cc2-c2ccccc2)cc1OC | -1 | -3 | 2 | -5 | 5 | . | . | 5
COc1ccc(-c2cc(C(=O)Nc3ccc(NC(C)=O)cc3)[nH]n2)c(C)c1 | 4 | 1 | 1 | -13 | 8 | . | 2.3 | 0
O=C(O)COc1ccccc1/C=N/n1c(C2CCCCC2)n[nH]c1=S | 1 | 7 | 6 | 0 | -14 | -6 | 1.0 | 5
C[C@H]1CN([C@@H](C)CO)C(=O)c2cccc(NC(=O)Nc3ccc(C(F)(F)F)cc3)c2O[C@@H]1CN(C)Cc1ccc(Cl)c(Cl)c1 | -3 | 0&-2 | 0&-4 | 3&5 | 2[16.7 µM] | -18&-10 | -1.1&-0.5 | -19
CCN(CC)C(=O)NCc1c(C)cc(C)cc1C | . | -3 | 8 | 3 | 2 | . | . | -3
CCCCN(CC(=O)NC1CC1)S(=O)(=O)c1ccc(OCC)cc1 | 1 | 4 | -1 | -3 | . | -14 | -0.8 | 1
Cn1c(=O)c2c(SCC(=O)NCc3ccco3)nc(-c3ccccc3Cl)nc2n(C)c1=O | 0 | 1 | 1 | . | 4 | . | 3.1 | 5
CC(C)(C)OC(=O)N1CCC(C(=O)NNC(=O)c2ccc(Cl)cc2Cl)CC1 | -7 | 7 | 1 | -2 | -8 | -6 | -2.0 | -6
CCOC(=O)c1ccc(NC(=O)C2(c3ccccc3)CCCC2)cc1 | 0 | 0 | 0 | . | 2 | . | . | .
COC(=O)c1cc(=O)n(-c2ccccc2)c(=Nc2ccccc2)s1 | 7 | -1 | 0 | . | . | . | -1.8 | 4
CCCCN1C(=N)N([C@@H](C)CN2CCC[C@H]2CN2C(N)=NC[C@H]2CC(C)C)C[C@H]1Cc1ccccc1 | -7 | -1 | -2 | . | . | 24 | -0.1 | -12

Gathered by group: the compounds so far with a COOH group (two)
molecule | FN deposition inh | PglD DTNB | Cneo AK release | PGC1a acetyl inh | miR-122 sensor | INS-1E GSIS act | F508del corr | C2C12 statin
Cc1ccc(SC(CC(=O)c2ccc(F)cc2)C(=O)O)cc1 (stereo not given) | -4 | 2 | -1 | 12 | -2 | -14 | -2.0 | 13
O=C(O)COc1ccccc1/C=N/n1c(C2CCCCC2)n[nH]c1=S | 1 | 7 | 6 | 0 | -14 | -6 | 1.0 | 5
